# A-T KAP1 phos = candidate therapy for ataxia-telangiectasia | […] A-T fibroblasts, KAP-1 phosphorylation AlphaLISA; neocarzinostatin DNA damage 30 min before lysis | Potency, µM (top dose mostly 57.5 µM), for the others: top-dose activation, most hits filed as activators | 320,000 compounds, 0.19% hits; further: potency means the concentration at half of the fitted maximal effect; % of control where 0% means no effect; nearly all actives have a fitted effect of over 45% in size
#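 ATM-like activity read as KAP-1 phosphorylation via AlphaLISA donor/acceptor antibody pairs after lysis and 6 hr at 25C. Cells were ATM-null patient fibroblasts ([…], hTERT), dosed 60 min, then exposed to the DSB inducer NCS for 30 min.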
# TSHR antag = human thyrotropin receptor antagonism. activity change, negative = inhibition, % at 11.5 µM. 330,000 compounds, 0.2% hits. TSHR-expressing cells, TSH-stimulated cAMP HTRF, 2 h; stronger effect = lower value. AID 504810;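 active means activity change below a set negative limit, meaning inhibition stronger than a set level, cut at about -70% in these data; inconclusive means activity change between two set negative limits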; further: on the % scale 0 is the no-effect control and ±100 the full control effect
#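 TSHR-expressing cells were treated with compounds, then stimulated with TSH at EC80 (4nM final) for 2 hours at 37 deg C. Cellular cAMP was measured by HTRF competition between lysate cAMP and cAMP-d2 for a cryptate-labelled anti-cAMP antibody.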
# Eya2 phos inh = blocks the phosphatase activity of human Eya2; O00167; recombinant Eya2, OMFP fluorescence dephosphorylation (OMFP is methylfluorescein phosphate); Potency, µM (highest dose often 76.9 µM), for the others: at the top dose activity, negative = inhibition, actives largely listed as inhibitors; 330,000 compounds, 0.006% hits; AID 488837; further: potency means the concentration at half of the fitted maximal effect; on the % scale 0 is the no-effect control and ±100 the full control effect
# Target sequence (O00167 whole entry, looked up): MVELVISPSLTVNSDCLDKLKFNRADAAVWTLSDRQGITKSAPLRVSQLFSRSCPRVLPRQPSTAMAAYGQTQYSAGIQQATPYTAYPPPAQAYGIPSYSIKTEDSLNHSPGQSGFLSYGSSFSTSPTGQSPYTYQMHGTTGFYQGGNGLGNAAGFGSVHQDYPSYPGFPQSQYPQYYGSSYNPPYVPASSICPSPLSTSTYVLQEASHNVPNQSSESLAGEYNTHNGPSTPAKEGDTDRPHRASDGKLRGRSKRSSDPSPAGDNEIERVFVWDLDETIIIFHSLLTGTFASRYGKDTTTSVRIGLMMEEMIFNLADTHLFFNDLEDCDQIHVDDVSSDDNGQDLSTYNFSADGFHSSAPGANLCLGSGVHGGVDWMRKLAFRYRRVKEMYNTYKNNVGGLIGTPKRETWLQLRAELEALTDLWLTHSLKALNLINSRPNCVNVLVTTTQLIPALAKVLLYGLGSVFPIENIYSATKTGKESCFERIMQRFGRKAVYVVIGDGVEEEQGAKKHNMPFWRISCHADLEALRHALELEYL
#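 Eya2 protein (added as 0.2 uM solution) was preincubated with compound for 10 min at ambient temperature in 50 mM HEPES pH 7.5, 50 mM NaCl, 5 uM MgCl2, 0.05% BSA, 1 mM DTT. OMFP (added at 50 uM) then reacted 10 min; fluorescence read at 485/525 nm.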
# TCR act = activators of T cell receptors | primary human leukocytes, anti-CD3, IL-2 HTRF, 48 h | Potency, µM (top dose mostly 9.22 µM), without a hit: at the top dose activation of IL-2 secretion, most hits filed as activators | 330,000 tested, under 10 active; further: % of control where 0% means no effect
#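 HTRF read-out of IL-2 secretion: europium cryptate donor excited at 320nm, d2 acceptor emission at 665nm. Cells were primary human leukocytes incubated 48 hr with compounds and a-CD3 beads, supplying TCR signal only.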
# Mito fusion act = inhibitors of mitochondrial division or activators of mitochondrial fusion | S. cerevisiae fusion-defective mutant growth rescue, CellTiterGlo 48 h | Potency, µM (highest dose often 46.1 µM), inactives show at the highest dose growth rescue (activation), actives largely listed as activators | 320,000 compounds, 0.23% hits;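 further: potency means the concentration at half of the fitted maximal effect; % of control where 0% means no effect; nearly all actives have a fitted effect of over 45% in size; temperature-sensitive fusion mutants such as fzo1-1 at 37 °C on non-fermentable ethanol glycerol medium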
#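 Luminescent cell viability in 1536-well qHTS format served as the measure of rescued growth in ts fusion-mutant S. cerevisiae cultured on non-fermentable YPEG for 48 hours at 37C.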
# ELG1 DNA repair = inhibitors of ELG1-dependent DNA repair in HEK293T cells; 330,000 compounds, 2.3% hits; HEK293T ELG1-luciferase reporter, luminescence, 16 h; DNA damage induced by 5-fluorouridine; Potency, µM (highest dose often 46.1 µM), for inactives: top-dose activity change, negative = inhibition, usual class: inhibitors; AID 504467; further: potency means the concentration at half of the fitted maximal effect; on the % scale 0 is the no-effect control and ±100 the full control effect; nearly all actives have a fitted effect of over 55% in size
#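 Quantitative HTS, concentration-response format. 2,000 cells/well co-treated with 5-fluorouridine and compound, 16 hr in 5% CO2 at 37 °C; ONE-Glo luminescence read after 30 min.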
# KCNH2 WT inh = KCNH2 (human, wildtype) channel inhibition | Q12809 | U2OS, BacMam KCNH2, thallium flux FluxOr; stronger effect = lower value | activity change, % at 1.84 µM | 340,000 compounds, 0.37% hits | AID 720551;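 active means maximum activity change below -70%; inconclusive means maximum activity change between -70% and -50%; inactive means maximum activity change above -50%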; further: on the % scale 0 is the no-effect control and ±100 the full control effect
#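 U2OS cells transduced with wild-type KCNH2 virus are loaded with FluxOr dye for 45 min, and thallium flux is measured in kinetic reads before and after stimulation buffer. Rate constants are normalized to DMSO controls.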
# KCNH2 3.1 block = KCNH2 3.1 (human) potassium channel inhibition | activity change, % (tested at about 1.8 µM) | 340,000 compounds, 0.95% hits | U2OS KCNH2 3.1, thallium flux FluxOr; stronger effect = lower value;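 active means maximum activity change below -70%; inconclusive means maximum activity change from -70% to -50%; inactive means maximum activity change above -50%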;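 further: thallium influx rate constant from kinetic fluorescence after stimulation buffer; on the % scale 0 is the no-effect control and ±100 the full control effect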
#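 FluxOr-based Tl+ influx in U2OS cells transduced with KCNH2 3.1 virus; rate constants normalized to DMSO controls.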
# TRPV1 ag = human TRPV1 agonism; Q8NER1; TRPV1-expressing cells, Fluo-8 calcium influx, agonist mode; activation, % at 8.33 µM; 320,000 compounds, 0.19% hits; in the data active means activation above about 80%; inconclusive means between about 30% and that limit; further: 0% is about no effect
#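 Cells expressing TRPV1 were dye-loaded with Fluo-8 and read kinetically: 10 s baseline, 3 min after compound (agonist portion), then 2 min after EC20 capsaicin (allosteric enhancer portion). Calcium-bound dye fluorescence at 480/520 nm.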
# USP2a block = USP2a (human) protease inhibition. 330,000 compounds, 0.01% hits. USP2 core, Ub-CHOP2 coupled fluorogenic reporter, 485/531. O75604. Potency, µM (titrated, usually from 38.3 µM), inactives show top-dose activity change, negative = inhibition, most hits filed as inhibitors;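 further: potency means the concentration at half of the fitted maximal effect; plate controls were DMSO wells for no effect and full inhibition by NEM control for full effect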
# Target sequence (O75604 whole entry, looked up): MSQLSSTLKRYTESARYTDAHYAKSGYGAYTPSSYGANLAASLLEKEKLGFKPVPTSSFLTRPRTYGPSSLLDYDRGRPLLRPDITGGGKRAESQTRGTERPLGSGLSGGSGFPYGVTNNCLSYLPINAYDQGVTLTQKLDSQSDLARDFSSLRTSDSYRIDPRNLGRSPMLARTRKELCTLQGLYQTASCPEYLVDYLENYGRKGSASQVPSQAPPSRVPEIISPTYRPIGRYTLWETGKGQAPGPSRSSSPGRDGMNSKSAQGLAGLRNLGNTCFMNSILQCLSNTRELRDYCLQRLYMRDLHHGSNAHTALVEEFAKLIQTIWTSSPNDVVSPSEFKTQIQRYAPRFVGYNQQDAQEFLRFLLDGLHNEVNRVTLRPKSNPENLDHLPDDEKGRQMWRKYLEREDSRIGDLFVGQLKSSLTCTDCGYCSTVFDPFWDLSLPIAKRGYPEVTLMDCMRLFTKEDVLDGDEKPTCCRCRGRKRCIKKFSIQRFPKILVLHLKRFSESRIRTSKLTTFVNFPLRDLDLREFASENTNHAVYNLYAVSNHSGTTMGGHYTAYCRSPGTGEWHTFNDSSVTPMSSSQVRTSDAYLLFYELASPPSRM
#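 Cell-free coupled assay: 10nM USP2 core preincubated 30min RT with compound in Tris-HCl pH 8.0/CaCl2/CHAPS buffer, then 25nM Ub-CHOP2 and 25nM reporter substrate; fluorescence (Ex 485/Em 531) read after 60min RT, normalized to NEM inhibition, concentration-response curves fitted.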
# An asterisk follows results filed as active; ? = inconclusive; nt = no result given; [ ] = another dose, or the depositor's remark. Unless noted, the call rests on the fitted dose curve; in most records, active means well fitted curve in the direction sought with a large enough effect; inconclusive means small, poorly fitted or top-dose-only effect, or another doubt; inactive means no such curve, though single readings can be large; an effect the other way counts as inactive or inconclusive. An excerpt; count on the stated rates, not on these rows.
# Each structure is followed by: A-T KAP1 phos	TSHR antag	Eya2 phos inh	TCR act	Mito fusion act	ELG1 DNA repair	KCNH2 WT inh	KCNH2 3.1 block	TRPV1 ag	USP2a block
Fc1ccc(C2CCCN2Cc2nc(Cc3ccccc3)no2)cc1 (stereo not drawn)
 : 5%	-3	-25%	-11%	11%	-3%	-6	3	?	-1%
CCCCC(CC)C(=O)Nc1ccc(Nc2ccccc2)cc1 (stereo not drawn)
 : -5%	-19	-15%	-1%[46.1 µM]	23%	-15%	-9	-35	-2	1%
N#CC1=C(N)Oc2cc(O)ccc2C1c1cccs1 (stereo not drawn)
 : 27%	-22	15%	6%	1%	-13%	0	-26	nt	-4%
CCCCOc1cccc(C(=O)NNC(=S)NC2CCCCC2)c1
 : 2%	-11	-5%	-3%[46.1 µM]	0%	?	2	1	1	-11%
COc1cccc(N2CCN(C3OC(=O)c4ccccc43)CC2)c1 (stereo not drawn)
 : -8%	3	-19%	0%	-1%	7%	7	2	-2	1%
NC(=O)c1cc(S(=O)(=O)N2CCCC2)ccc1OCc1ccc(F)cc1
 : 4%	-8	9%	-3%	3%	-11%	-3	10	7	1%
O=C(CNS(=O)(=O)c1ccccc1)OCC(=O)c1ccc(OC(=O)c2ccccc2)cc1
 : 2%	-14	-2%	-1%	3%	9%	17	6	2	1%
C=CCn1c(=O)/c(=C/c2ccc(F)cc2)s/c1=C(\C#N)c1nnc2n1CCCCC2
 : -5%	5	22%	3%	-8%	?	-7	-8	?	-4%
CC(C)NS(=O)(=O)c1ccc(CCC(=O)N2CCCCC2)cc1
 : 1%	-2	3%	-3%	-1%	-2%	0	-10	0	-1%
CC(=O)c1cccc(NC(=S)NC(=O)CC(C)(C)C)c1
 : 6%	1	-19%	2%	-13%	?	5	14	6	-1%

# Limited to TCR act, for 2 of the compounds above:
canonical_smiles,TCR act
CCCCC(CC)C(=O)Nc1ccc(Nc2ccccc2)cc1 (stereo not drawn),-1%[46.1 µM]
N#CC1=C(N)Oc2cc(O)ccc2C1c1cccs1 (stereo not drawn),6%

# New compounds follow:
# Each structure is followed by: A-T KAP1 phos	TSHR antag	Eya2 phos inh	TCR act	Mito fusion act	ELG1 DNA repair	KCNH2 WT inh	KCNH2 3.1 block	TRPV1 ag	USP2a block
O=C1NC(=Nc2cccc([N+](=O)[O-])c2)SC1(CO)CO
 : 0%	3	12%	-7%	5%	14%	-21	-4	2	1%
CN(C(=O)CSc1cccc[n+]1[O-])C1CCCCC1
 : 15%	nt	4%	1%	nt	?	0	2	nt	2%
CCSc1nnc2c(Cl)cc(Cl)cn12
 : 3%	1	13%	2%	3%	-8%	-9	0	0	1%
CN1CCN(C(=O)c2cc(=O)c3cc(Cl)ccc3o2)CC1
 : -3%	-2	0%	7%	-6%	4%	8	10	0	3%
Cc1ccc(NC(=O)c2cccc(S(=O)(=O)NCc3ccccc3)c2)nc1
 : 14%	-3	-27%	1%	11%	?	5	-14	5	0%
c1ccc2ncccc2c1
 : 18%	33	4%	5%	nt	17%	6	9	nt	0%
Cc1nnc(SCC(=O)Nc2nc3c(s2)CC(C)CC3)s1 (stereo not drawn)
 : 6%	-15	10%	-1%	-7%	12%	9	12	13	0%
CCN(CC(=O)Nc1ccccc1OC)C(=O)c1ccc(N(C)S(=O)(=O)c2ccc(C)cc2)cc1
 : -2%	-12	34%	1%	2%	16µM*	4	-12	-5	1%
Cc1ccc(OCC(=O)Nc2nc(C)c(Cl)cc2Cl)c([N+](=O)[O-])n1
 : -6%	4	12%	8%	-1%	21%	-6	-35	-2	-1%
Cc1cc(C)c(S(=O)(=O)N2CCN(C)CC2)c(C)c1
 : 0%	-2	-3%[15.4 µM]	14%	3%	1%	-5	6	-2	0%

# (more compounds)
# Letters – A = A-T KAP1 phos; B = TSHR antag; C = Eya2 phos inh; D = TCR act; E = Mito fusion act; F = ELG1 DNA repair; G = KCNH2 WT inh; H = KCNH2 3.1 block; I = TRPV1 ag; J = USP2a block
CCOC(=O)c1c(-c2ccccc2)csc1N1C(=O)Nc2ccccc2N1O
  A = -3% | B = 0 | C = 14% | D = -3% | E = 7% | F = -14% | G = 5 | H = -5 | I = -2 | J = 11%

C[C@H](NC(=O)[C@H](Cc1ccccc1)NC(=O)c1cc2cc(Cl)ccc2n1C)C(=O)O
  A = -20% | B = -7 | C = 7% | D = 0% | E = 3% | F = -1% | G = -1 | H = 16 | I = 2 | J = 2%

O=C(NCCN1CCC(Cc2ccccc2)CC1)C1CCN(S(=O)(=O)N2CCC3(CC2)OCCO3)CC1
  A = 3% | B = 11 | C = -10% | D = 4% | E = -2% | F = -6% | G = nt | H = -2 | I = -2 | J = 1%

CCCCOc1ccc(Cl)cc1CSc1nnc(C)n1N
  A = -1% | B = 1 | C = 9% | D = nt | E = -2% | F = 12% | G = nt | H = 16 | I = -4 | J = 4%

Cn1nc(Cc2n[nH]c(=S)n2C)c2ccccc2c1=O
  A = -3% | B = -2 | C = -3% | D = 2% | E = 4% | F = -1% | G = -6 | H = 5 | I = 0 | J = 0%

COc1ccc(NC(=O)CN2C(=O)NC3(CCCc4ccccc43)C2=O)c(OC)c1 (stereo not drawn)
  A = -1% | B = 2 | C = -8% | D = 4% | E = nt | F = -7% | G = -1 | H = -10 | I = nt | J = 1%

CCCS(=O)(=O)N1CCCC(C(=O)N2CCN(c3ccccn3)CC2)C1 (stereo not drawn)
  A = 7% | B = -1 | C = 6% | D = -3% | E = -2% | F = ? | G = 10 | H = 6 | I = 0 | J = -1%

CCOC(=O)c1cc([N+](=O)[O-])sc1N
  A = -1% | B = -3 | C = -1% | D = -8% | E = -2% | F = ? | G = -20 | H = 2 | I = 0 | J = 0%

Cc1ccc(C2=NN(CCC#N)C(=O)CO2)cc1
  A = -10% | B = 0 | C = 4% | D = -1% | E = 0% | F = 13% | G = 1 | H = -4 | I = 1 | J = 2%

O=C(NCCCN1CCOCC1)c1cc(-c2ccco2)nc2ccccc12
  A = 11% | B = nt | C = 10% | D = -4% | E = nt | F = -16% | G = -12 | H = 4 | I = nt | J = 5%

Cc1cc(C)c(C(=O)c2ccc(C(=O)N(C(C)C)C(C)C)cc2)c(C)c1
  A = 16% | B = -12 | C = -23% | D = -1% | E = 7% | F = ? | G = 28 | H = -14 | I = 20 | J = -8%

CCCC(=O)NC(=S)N1CCN(c2ccc([N+](=O)[O-])cc2)CC1
  A = 4% | B = 14 | C = 3% | D = 11%[46.1 µM] | E = -5% | F = ? | G = 20 | H = 3 | I = 8 | J = 5%

Cn1cc(/C=C/C(=O)N2CCCC(C(=O)c3ccc(C(F)(F)F)cc3)C2)cn1 (stereo not drawn)
  A = 4% | B = 8 | C = 13% | D = 2% | E = 0% | F = 7% | G = -5 | H = -14 | I = 6 | J = 0%

CCC/C(O)=C1\C(=O)CC(c2ccccc2)CC1=NCCc1c(C)[nH]c2ccc(C)cc12 (stereo not drawn)
  A = -11% | B = 6 | C = -10% | D = -5% | E = 3% | F = ? | G = -10 | H = -43 | I = 2 | J = 4%

CCCCC(=O)NC(NC(=O)CCCC)c1ccc(OCC(C)C)c(OC)c1
  A = -14% | B = 6 | C = 6% | D = 1%[46.1 µM] | E = 3% | F = -5% | G = 12 | H = 4 | I = 1 | J = 2%

COc1ccc(Br)cc1/C=C\C(=O)NCc1cccnc1
  A = 1% | B = -11 | C = -4% | D = 7% | E = 3% | F = ? | G = 2 | H = 6 | I = 10 | J = 0%

CCOC(=O)N1CCN(S(=O)(=O)c2cccc3nonc23)CC1
  A = -1% | B = -3 | C = -3% | D = 1% | E = 0% | F = 8% | G = 1 | H = -8 | I = 3 | J = 0%

COc1ccc(-c2noc(CN(C)C(=O)c3ccco3)n2)cc1
  A = 2% | B = 4 | C = -12% | D = -1% | E = 3% | F = ? | G = 20 | H = 10 | I = 0 | J = 2%

O=C(NCCc1ccccn1)c1ccc(NS(=O)(=O)c2ccc(F)cc2)cc1
  A = 4% | B = -1 | C = -4% | D = -21% | E = 2% | F = -4% | G = 12 | H = 10 | I = 4 | J = 1%

Cn1nnnc1SCC(=O)N1CCN(C(c2ccccc2)c2ccccc2)CC1
  A = 0% | B = -12 | C = -18% | D = -19%[46.1 µM] | E = 3% | F = -30% | G = -6 | H = 8 | I = ? | J = -7%

# Single records, from the list above. Order of values: A-T KAP1 phos	TSHR antag	Eya2 phos inh	TCR act	Mito fusion act	ELG1 DNA repair	KCNH2 WT inh	KCNH2 3.1 block	TRPV1 ag	USP2a block
# `C[C@H](NC(=O)[C@H](Cc1ccccc1)NC(=O)c1cc2cc(Cl)ccc2n1C)C(=O)O` across the screens: -20%	-7	7%	0%	3%	-1%	-1	16	2	2%
# `CCCCOc1ccc(Cl)cc1CSc1nnc(C)n1N` across the screens: -1%	1	9%	nt	-2%	12%	nt	16	-4	4%
# `Cn1cc(/C=C/C(=O)N2CCCC(C(=O)c3ccc(C(F)(F)F)cc3)C2)cn1` (stereo not drawn) across the screens: 4%	8	13%	2%	0%	7%	-5	-14	6	0%

# Screening results as filed in PubChem.
